# FID counter: counter-screen for HCV NS3 helicase inhibitors: DNA intercalator displacement. 0.17% of 290,000 active. DNA fluorescent intercalator displacement, fluorescence. inhibition, % at 7.9 µM; in the data active means inhibition above about 37%;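 further: 0% = vehicle and 100% = reference compound; higher means more ethidium bromide displaced from hairpin DNA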
# IMP-1 inhibitor: inhibitors of Pseudomonas aeruginosa IMP-1 metallo-beta-lactamase; inhibition, % at 5.6 µM; AID 1556; 0.45% of 290,000 active; purified IMP-1, nitrocefin hydrolysis, epi-absorbance fluorescence;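 active means inhibition above the mean plus 3 SD of all compounds in the same screening run, cut at about 4.5% in these data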;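 further: 0% = IMP-1 with DMSO and 100% = DMSO wells lacking enzyme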
#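 system = purified recombinant IMP-1 beta-lactamase | amount = 0.2 nM IMP-1, as dispensed | medium = HEPES buffer pH 7.1 with ZnSO4 and Brij 35 | times = 25 °C, 15 min preincubation, 25 min reaction | detection = plate fluorescence quenching by hydrolysis product, ex 480/em 530 nm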
# UBC9 SUMO inh: blocks human SUMOylation mediated by UBC9 | P63279 | HTRF SUMOylation assay, SAE1/SAE2 + UBC9, in vitro | inhibition, % at 35 µM | 0.36% of 290,000 active; in the data active means inhibition above about 50%, passing the limit was not always enough; further: strong numbers were not always called active
# Target sequence (P63279 whole entry, looked up): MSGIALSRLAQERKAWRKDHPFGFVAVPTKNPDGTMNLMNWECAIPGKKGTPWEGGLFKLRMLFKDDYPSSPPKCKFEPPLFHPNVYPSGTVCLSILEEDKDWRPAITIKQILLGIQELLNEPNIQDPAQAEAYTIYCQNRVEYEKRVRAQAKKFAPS
# IDE act: boosts human insulin-degrading enzyme activity in HEK cells; P14735; FAbeta-B cleavage, fluorescence polarization; 0% vehicle, 100% cell-free pure enzyme wells; activation, % at 5.96 µM; 0.073% of 340,000 active;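 active means activation above the mean of all tested compounds plus 3 SD, set per screening campaign, cut at about 17% in these data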
# pCIP destab: compounds decreasing mouse p/CIP protein stability; F442A p/CIP-EGFP cells, EGFP fluorescence, 16 h; 0.01% of 290,000 active; decrease of EGFP signal, % at 10 µM;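 active means EGFP signal decrease of at least 30% at 10 µM or well 3 SD below plate mean, unless failing retest; inactive means the rest, including hits failing retest or dose response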; further: some compounds called inactive have numbers as strong as hits; many of its hits are not listed in these tables
# HCV NS3 hel inh: blocks Hepatitis C virus NS3 helicase unwinding; NS3 helicase DNA unwinding, Cy5 molecular beacon fluorescence; inhibition, % at 10.9 µM; 0.56% of 290,000 active; AID 1800;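 active means inhibition above the mean of all tested compounds plus 3 SD, set per campaign, cut at about 35% in these data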;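 further: 0% = DMSO wells and 100% = thioflavine S control wells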
#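 Compound dosing – single dose, 10.9 µM nominal final, DMSO 0.8% final · System – NS3 helicase fragment of HCV · Buffer or medium – MOPS pH 6.5, MgCl2, DTT, Tween20, BSA · Signal – Cy5 beacon fluorescence read at start and 1 h · Also added – annealed dual-labelled DNA beacon duplex, ATP-started · Schedule – 1 h at 25 °C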
# MEKK3 PB1 HTS: raises or lowers MEK5 binding to the human MEKK3 PB1 domain | Q99759 | 1.4% of 290,000 active | binding response (% of control), % at 10 µM | bead-based flow cytometry, Alexa488-MEK5 binding to MEKK3; actives lie on both sides; 0 = blocked by unlabeled MEK5, 100 = vehicle;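 active means binding response more than 3 SD above or below the average of its plate-row segment, actives on both sides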;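 further: Alexa488 bead fluorescence after subtracting the streptavidin-only scavenger bead signal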
# Target sequence (Q99759 whole entry, looked up, the tested form may be a part): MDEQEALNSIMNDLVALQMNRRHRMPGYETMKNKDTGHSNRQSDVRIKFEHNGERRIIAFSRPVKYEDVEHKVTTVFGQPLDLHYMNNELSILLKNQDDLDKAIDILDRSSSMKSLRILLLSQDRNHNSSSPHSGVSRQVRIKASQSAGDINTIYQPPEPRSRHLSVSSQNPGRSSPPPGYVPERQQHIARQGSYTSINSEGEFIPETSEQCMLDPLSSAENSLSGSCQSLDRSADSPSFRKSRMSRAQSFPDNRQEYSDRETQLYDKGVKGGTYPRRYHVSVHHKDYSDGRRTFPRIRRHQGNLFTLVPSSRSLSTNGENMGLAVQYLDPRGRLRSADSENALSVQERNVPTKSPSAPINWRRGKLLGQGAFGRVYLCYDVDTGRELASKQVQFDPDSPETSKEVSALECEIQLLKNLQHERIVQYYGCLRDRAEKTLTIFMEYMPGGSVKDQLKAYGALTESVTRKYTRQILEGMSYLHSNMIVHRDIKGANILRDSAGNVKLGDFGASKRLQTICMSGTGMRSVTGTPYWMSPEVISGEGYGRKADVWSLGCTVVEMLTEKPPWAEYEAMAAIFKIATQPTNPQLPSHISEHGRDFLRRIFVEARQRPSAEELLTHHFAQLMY
# PHOSPHO1 block: PHOSPHO1 (human) inhibition. recombinant PHOSPHO1, absorbance phosphatase assay. inhibition, % at 13.3 µM. 1.1% of 290,000 active. AID 1565. Q8TCT1; in the data active means inhibition above about 60%
# Target sequence (Q8TCT1 whole entry, looked up): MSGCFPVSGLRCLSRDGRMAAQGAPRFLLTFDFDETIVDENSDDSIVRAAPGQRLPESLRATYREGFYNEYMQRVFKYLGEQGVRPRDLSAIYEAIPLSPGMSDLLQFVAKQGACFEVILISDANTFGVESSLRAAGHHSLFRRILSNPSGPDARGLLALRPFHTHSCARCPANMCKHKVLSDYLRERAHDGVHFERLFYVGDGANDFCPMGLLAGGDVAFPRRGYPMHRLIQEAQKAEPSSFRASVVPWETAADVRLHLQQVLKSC
# VIM-2 inhibitor: blocks Pseudomonas aeruginosa VIM-2 metallo-beta-lactamase; purified VIM-2, nitrocefin hydrolysis, epi-absorbance fluorescence; 0.89% of 290,000 active; inhibition, % at 5.6 µM;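 active means inhibition above the mean of all tested compounds plus 3 SD, cutoff set per screening run, cut at about 7.5% in these data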;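 further: red hydrolysis product quenches plate fluorescence so inhibitors raise well fluorescence; 0% = enzyme with DMSO and 100% = DMSO without enzyme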
# An asterisk follows results filed as active; x = no result given; [ ] = another dose, or the depositor's remark. Only part of the results is shown; the hit share may differ from the screen's.
SMILES,FID counter,IMP-1 inhibitor,UBC9 SUMO inh,IDE act,pCIP destab,HCV NS3 hel inh,MEKK3 PB1 HTS,PHOSPHO1 block,VIM-2 inhibitor
O=C(CN1C(=O)NC2(CCCC2)C1=O)OCc1cc(=O)n2cc(Br)ccc2n1,-5,-1.4,21,0,-12,-1,93,-1,-2.2
Cc1csc2ncc(C(=O)Nc3cccc(C(F)(F)F)c3)c(=O)n12,x,x,-10,7,-4,x,106,20,x
COCC1CCCN(C(=O)c2ccc(OC3CCN(Cc4ccccn4)CC3)cc2)C1 (stereo not given),7,-3.6,1,-4,-2,4,103,23,-5.1
N#CCCn1cc(C(=O)O)c(-c2ccc3ccccc3c2)n1,1,-3.4,3,4,-2,8,106,19,-4.0
CC1C(c2ccccc2)=NNc2nc3c(c(=O)n(C)c(=O)n3C)n21 (stereo not given),-4,-2.5,14,x,8,-2,105,20,-2.2
CN1C(=O)C(O)(CC(=O)c2cccs2)c2ccccc21 (stereo not given),-4,-3.0,6,3,5,-10,103,-12,-2.3
OC1CCCN(c2c3c(nc4cc(-c5cccc(F)c5)nn24)CCCC3)C1 (stereo not given),-20,-0.6,15,1,-3,11,105,37,-0.4
CC(C)(C)NC(=O)C(c1ccc(O)cc1)N(C(=O)Cn1nnc(-c2ccc(F)cc2)n1)c1ccccc1F (stereo not given),-28,-1.6,-22,-3,5,-8,96,24,-0.4
O=C(NCc1cccnc1)C(=O)Nc1nc(C23CC4CC(CC(C4)C2)C3)cs1,-25,-1.6,-8,8,1,-16,106,12,-1.4
CCN(CC(=O)Nc1ccccc1OC)CC(=O)Nc1sccc1C#N,-26,-6.5,5,2,-11,3,105,-9,-3.9
CCC1CCCCN1C(=O)CCCOc1ccccc1 (stereo not given),-21,-5.1,5,2,5,12,100,7,-2.8
COc1cc(Cl)ccc1OCc1cc(C(=O)N[C@H]2CCCCNC2=O)no1,-34,-3.2,2,-1,-1,3,107,22,-2.7
COc1ccc(N(C)C(=O)c2ccc3nc(-c4ccccc4)c(-c4ccccc4)nc3c2)cc1,-28,1.1,-7,4,-2,-6,103,30,-3.2
CCCCNC(=O)CSc1nnc(NC(C)=O)s1,-7,-2.1,10,-2,-7,4,91,1,-3.2
Cc1ccc(C(=O)N2CCN(S(=O)(=O)c3ccccc3[N+](=O)[O-])CC2)o1,-6,-2.1,-7,-1,-24,-1,94,2,-0.7
CCC1(CC)NC(=O)N(CC(=O)N2CCN(S(=O)(=O)c3cccc(F)c3)CC2)C1=O,-13,-1.5,13,3,-4,5,109,33,0.6
CC(C)Oc1ccc(CN2CCC(n3nccc3NC(=O)C3CC3)CC2)cc1,4,-1.7,6,0,-2,2,96,14,-3.3
C=CCSc1[nH]c(=O)cc(C)c1C(N)=O,2,-5.7,0,1,2,7,105,-21,-2.3
CC(=O)Nc1ccc(OCC(O)CN2CCCCC2C)cc1 (stereo not given),2,-0.8,6,4,-4,7,98,-16,-1.4
COc1ccc(-c2nnc(SCC(=O)N/N=C/c3ccccc3C(=O)O)n2-c2ccccc2)cc1,-54,-1.4,17,2,-8,2,107,37,0.4
COc1ccc(Cl)cc1NC(=O)Nc1ccccc1C(N)=O,9,-0.8,21,4,10,10,92,-2,2.4
Cc1nn(Cc2ccc([N+](=O)[O-])cc2)c(=O)n1-c1cccc(F)c1,6,-2.8,24,8,2,-8,95,46,-2.4
COc1ccc(CC(=O)NCc2ccccc2)cc1OC,-3,-4.3,-2,6,-2,2,105,25,-1.3
O=c1c2c(nc3n1CCCCC3)sc1c(O)c(Br)ccc12,5,-0.9,2,3,8,1,105,9,0.3
Cc1ccc(NCc2nnc(SC(C)C(=O)N/N=C/c3ccc(C)o3)n2-c2ccccc2)cc1 (stereo not given),-6,-1.9,15,1,-4,0,106,37,-2.6
CCOC(=O)N1CCN(C(=O)CN(c2ccccc2OC)S(=O)(=O)c2ccc(C)cc2)CC1,-37,1.2,-14,3,-6,0,12*[inhibitor],9,-0.2
COc1cc(C2C(C#N)=C(N)OC3=C2C(=O)CC(C)(C)C3)ccc1OC(=O)N1CCOCC1 (stereo not given),-14,-1.7,27,1,-9,-4,103,13,-3.3
O=C(CNC(=O)c1ccc(F)cc1)NCc1ccc(Cl)cc1,-4,-3.5,0,-3,-6,-3,108,1,-2.2
Cc1cccc(CN2C[C@]34CC[C@@H](C[C@@H]3S2(=O)=O)O4)c1,x,x,-4,5,6,x,95,4,x
COC(=O)C1Sc2[nH]c(=O)sc2C(c2ccc(Cl)cc2)C1C(=O)OC (stereo not given),-18,-3.5,18,4,-17,10,99,30,-3.0

# Single records (already shown). Screens in order: FID counter, IMP-1 inhibitor, UBC9 SUMO inh, IDE act, pCIP destab, HCV NS3 hel inh, MEKK3 PB1 HTS, PHOSPHO1 block, VIM-2 inhibitor
# `Cc1csc2ncc(C(=O)Nc3cccc(C(F)(F)F)c3)c(=O)n12` is entered as x, x, -10, 7, -4, x, 106, 20, x
# `CCN(CC(=O)Nc1ccccc1OC)CC(=O)Nc1sccc1C#N` is entered as -26, -6.5, 5, 2, -11, 3, 105, -9, -3.9

# No new results follow: entries from further up.
SMILES,FID counter,IMP-1 inhibitor,UBC9 SUMO inh,IDE act,pCIP destab,HCV NS3 hel inh,MEKK3 PB1 HTS,PHOSPHO1 block,VIM-2 inhibitor
Cc1ccc(C(=O)N2CCN(S(=O)(=O)c3ccccc3[N+](=O)[O-])CC2)o1,-6,-2.1,-7,-1,-24,-1,94,2,-0.7
CCC1(CC)NC(=O)N(CC(=O)N2CCN(S(=O)(=O)c3cccc(F)c3)CC2)C1=O,-13,-1.5,13,3,-4,5,109,33,0.6

# (list continues)
SMILES,FID counter,IMP-1 inhibitor,UBC9 SUMO inh,IDE act,pCIP destab,HCV NS3 hel inh,MEKK3 PB1 HTS,PHOSPHO1 block,VIM-2 inhibitor
Cc1cccc(C)c1OCCCN1CCCC1,2,0.3,-8,-2,-17,-1,104,2,-1.9
Oc1c(Br)cc(Cl)cc1C=Nc1ccccc1Br,-1,-2.3,10,2,-10,-5,103,0,-1.8
COc1ccc(O)c(/C=C(\C#N)C(=O)Nc2cccnc2)c1,0,-2.1,14,-2,1,9,109,6,-5.4
COc1nc(Nc2nc3ccccc3c(=O)[nH]2)nc2ccc(C)cc12,-4,-1.0,-31,10,-12,-8,100,-12,1.9
O=C(c1cnn2c(C(F)F)cc(C3CC3)nc12)N1CCOCC1,2,-2.3,13,3,-5,-4,98,-7,-2.7
CC(C)c1ccc(S(=O)(=O)N2CCC(C(=O)NCC3(N(C)C)CCCCC3)CC2)cc1,18,-2.4,6,2,-6,-53,99,23,-1.5
CC1CC(=O)N(CC(=O)N2CCCC2)c2ccccc2S1 (stereo not given),-4,-3.7,-2,1,-6,-15,106,-14,-3.2
CCOc1ccc(Nc2nc(N3CCCCC3)nc(N3CCCCC3)n2)cc1,-3,-4.8,-19,-1,-7,2,78*[inhibitor],30,-5.6
COc1cc(C(C)=O)ccc1OC(=O)C(C)N1C(=O)c2ccccc2C1=O (stereo not given),-24,-1.1,6,-3,-12,-5,x,16,-1.1
Nn1c(SCc2ccc(F)cc2)nnc1-c1ccncc1,-2,-2.6,13,x,5,0,85,4,-3.3
O=C(NCc1cccs1)C12CC3CC(CC(C3)C1)C2,-4,-2.5,13,2,-6,-2,111,30,-4.5
O=C(O)CN1C(=O)/C(=C\C(Br)=C\c2ccccc2)SC1=S,-6,1.8,12,-2,4,38*,101,x,1.4
O=C(NCCc1c[nH]c2ccccc12)C(F)(F)F,-4,-1.5,0,0,-9,-2,101,15,-1.0
CCN1CNC(=S)N(c2ccccc2C)C1,-3,-0.2,19,-6,-2,-4,99,16,1.9
CCCC(c1nnnn1CC1CCCO1)N1CCN(c2nc3ccccc3s2)CC1 (stereo not given),-31,-2.6,-17,2,-5,16,109,3,0.8
CC(=O)N=Nc1[nH]c(N)c2ccccc12,-1,-2.4,3,4,-12,8,102,22,-1.2
COC(=O)C1(Cc2ccc(O)c(CC3OC3(C)C)c2)OC(=O)C(O)=C1c1ccc(O)cc1 (stereo not given),x,x,-13,3,-4,x,110,-1,x
COC(=O)C1=C(C)NC(C)=C(C(=O)OC)C1C(=O)OCC(=O)c1ccc(F)cc1,-8,0.0,-6,1,6,-12,103,19,-0.2
Cc1ccc(-n2cc(CNCCN3CCOC3=O)c(-c3ccc(F)cc3)n2)cc1,25,-1.5,16,5,-14,-23,79,15,-1.8
COC(=O)C1=C(C)NC(=O)C1(Nc1ccc(Cl)cn1)C(F)(F)F (stereo not given),-2,-1.0,8,-2,-5,-4,106,0,-0.9
CCOc1cc(/C=C/C(=O)c2ccc(C)cc2)ccc1OCC(=O)N(C)C,-27,0.0,-3,0,4,-2,90,35,-1.3
CSc1ccccc1NC(=O)c1c(C)noc1C,-1,-3.1,-6,-1,2,-5,108,48,-0.9
O=c1[nH]c(=O)c2nnc(N/N=C/c3ccccc3F)nc2[nH]1,3,-2.8,2,2,-3,-7,98,3,-3.4
CC1CCN(CCC(=O)Nc2ccc3c(c2)CCC3)CC1,15,-3.3,33,7,-4,2,95,-35,-2.6
O=C(CCCN1C(=O)c2cccnc2C1=O)Nc1ccc(Br)cc1,0,-3.1,24,6,-11,-10,102,13,-1.1
O=C(COc1ccc(S(=O)(=O)NCc2ccccc2)cc1)NCc1cccnc1,-17,-2.6,5,0,-9,-9,99,18,-4.3
O=C(c1ccc(Cl)c(S(=O)(=O)N2CCCCCC2)c1)N1CCN(c2ccccc2O)CC1,-20,-1.6,21,7,-11,-2,x,20,-2.5
CCc1nnc(SCC(=O)N2CCCc3ccccc32)nc1CC,-25,-0.4,-2,3,-4,6,104,10,-2.2
FC(F)(F)c1nc(-c2cccnc2)ncc1-c1nnnn1-c1ccccc1,-6,-3.1,12,2,-7,1,100,-35,-1.3
COc1c(Cl)cc(-c2noc(C)c2C(=O)NCc2ccccc2)cc1Cl,-17,-5.0,-4,3,-3,-6,116,6,-1.3
COc1ccc(C(=O)Oc2ccc(/C=N/NC(=O)Cc3ccc([N+](=O)[O-])cc3)cc2)cc1,3,2.2,-9,-2,-21,-13,93,-17,-0.2
CCCCN(CC)S(=O)(=O)c1ccc(C(=O)Nc2nnc(-c3ccccc3Cl)o2)cc1,-7,-0.5,-8,2,1,13,103,-2,-1.9
c1coc(Cn2nnnc2CN2CCN(C3CCCCC3)CC2)c1,-10,-3.9,10,3,-4,3,103,-1,-3.2
O=C(NCc1ccccn1)Nc1ccccc1F,-1,-2.0,-4,4,-5,6,98,36,2.2
O=C(NCCN1C(=O)S/C(=C\c2ccc(F)cc2)C1=O)c1cccc(S(=O)(=O)N2CCOCC2)c1,-5,-2.6,-15,-7,-7,1,98,1,-1.6
CCOc1ccc(CN2CCC(=O)NC2=O)cc1,-4,-2.1,8,-3,8,0,100,-6,-0.9
CN(C)CCCNCC(=O)Nc1ccccc1N1CCOCC1,9,-4.9,21,1,4,-4,95,21,-3.6
Cc1[nH]nc2c1C(Cc1ccccc1)C(C#N)=C(N)O2 (stereo not given),1,-0.9,17,0,-12,4,2.0*[inhibitor],23,-2.6
CN(CCN(C)C(C)(C)C)C(=O)C(c1ccccc1)c1ccccc1,9,-2.6,19,7,-5,4,98,20,-2.1

# Source: PubChem
